Compound activity from PubChem.
PhoP inhibition: PhoP-dependent GFP reporter repression – Salmonella Typhimurium, primary screen (AID 1863); hit rate 0.16% among 300,000; inhibition, % at 50 µM, or IC50 in µM where a hit was titrated; S. Typhimurium PhoP-regulated promoter GFP reporter, 4 h; higher % means a stronger effect;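 active = inhibition over 29.93%, a cutoff 3 SD above the screen mean, later confirmed by dose response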;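 also: 0% = low Mg2+ inducing control and 100% = high Mg2+ repressing control; strong numbers were not always called active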
T cell modulator: T cell immune modulation candidate; 2C CD8+ T cell-vesicle binding, flow cytometry; active compounds read low; calls only at 7 µM; hit rate 0.068% among 330,000; AID 2052;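 active = response, share of CD8 T cells binding vesicles, and their 90th percentile fluorescence all below set limits, cut at about 80% in these data, passing the limit was not always enough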
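Material: murine 2C transgenic CD8+ T lymphocytes / Also added: QL9-peptide-loaded Drosophila micro-vesicles bearing Ld, ICAM-1 and B7-1 / Schedule: binding step 1.5 h, 37 °C, antibody labelling 20 min, ice / Signal: flow cytometry, PE anti-B7-1 (FL2) versus Alexa647 anti-CD8 (FL8), PFA-fixed / Evaluation: percent CD8+ FL2 mean versus row control / Benchmarks: naked versus QL9-loaded vesicles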
KOR beta-arrestin-1: kappa opioid receptor activators – cell-based, luminescence, uHTS, primary screen (AID 1777). KOR beta-arrestin recruitment, luminescence; higher % means a stronger effect. one-dose activation, % at 10 µM; EC50 in µM for titrated hits. hit rate 0.02% among 280,000; in the data active = activation above about 50%, passing the limit was not always enough; also: a part of the inactive calls stands beside numbers as strong as those of hits
NTR1 ag: NTR1-driven beta-arrestin-GFP spot formation – imaging, U2OS cells, high content, primary screen (AID 493036) | P30989 | agonist mode | activation, % at 20 µM | hit rate 0.17% among 330,000;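 active = activation at or above 40% of the spot to cytoplasm intensity ratio, with at least 20 cells analyzed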;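 also: 0% = DMSO without peptide and 100% = 100 nM NTR1 peptide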
Target sequence (P30989 whole entry, looked up): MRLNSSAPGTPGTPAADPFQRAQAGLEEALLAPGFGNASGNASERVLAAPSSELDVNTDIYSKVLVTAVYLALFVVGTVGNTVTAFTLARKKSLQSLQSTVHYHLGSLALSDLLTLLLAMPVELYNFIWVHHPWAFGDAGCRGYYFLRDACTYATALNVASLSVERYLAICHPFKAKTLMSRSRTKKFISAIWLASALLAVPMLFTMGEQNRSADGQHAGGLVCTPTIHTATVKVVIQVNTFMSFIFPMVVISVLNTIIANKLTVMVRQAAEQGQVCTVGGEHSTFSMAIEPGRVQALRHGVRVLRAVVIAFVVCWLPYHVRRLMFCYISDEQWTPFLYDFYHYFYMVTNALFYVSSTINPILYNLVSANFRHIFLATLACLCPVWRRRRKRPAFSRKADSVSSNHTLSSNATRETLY
GPR35 arrestin U2OS: GPR35 antagonists blocking zaprinast-driven arrestin recruitment, primary screen, imaging, U2OS, beta-arrestin-GFP, zaprinast agonist (AID 2058); hit rate 0.052% among 290,000; one-dose inhibition, % at 10 µM; IC50 in µM for titrated hits; U2OS GPR35 beta-arrestin-GFP translocation imaging, zaprinast antagonism; higher % means a stronger effect;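 active = inhibition of at least 50% with at least 30 cells and total cytoplasm GFP at most 10,000,000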
GPR55 beta-arrestin: GPR55 agonists via beta-arrestin recruitment, primary screen, imaging, U2OS cells, beta-arrestin-GFP redistribution (AID 1961); U2OS GPR55 beta-arrestin-GFP redistribution imaging; higher % means a stronger effect; one-dose activation, % at 10 µM; EC50 in µM for titrated hits; hit rate 0.048% among 290,000;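 active = activation above 40% with more than 50 cells counted in the well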;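 also: U2OS osteosarcoma cells stably expressing GPR55 and beta-arrestin-GFP; plate controls were DMSO negative control for no effect and LPI positive control for full effect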
KOR beta-arrestin-2: KOR antagonists, beta-arrestin recruitment, cell-based, luminescence, uHTS (AID 1778); inhibition, % at 10 µM, or IC50 in µM where a hit was titrated; hit rate 0.091% among 290,000; KOR beta-arrestin recruitment, luminescence, antagonist mode; higher % means a stronger effect; in the data active = inhibition above about 50%; also: strong numbers were not always called active
GPR55 LPI antagonism: inhibition of LPI-stimulated GPR55 beta-arrestin translocation – imaging, U2OS, beta-arrestin-GFP, LPI agonist, primary screen (AID 2013) | U2OS GPR55 beta-arrestin-GFP translocation imaging, LPI antagonism; higher % means a stronger effect | hit rate 0.13% among 290,000 | inhibition, % at 10 µM, or IC50 in µM where a hit was titrated;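 active = spots per cell inhibited over 60%, with over 100 cells counted and total cytoplasm intensity under 500,000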;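 also: U2OS cells stably carrying GPR55 and arrestin-GFP stimulated by 5 µM LPI near EC80; imaged beta-arrestin-GFP aggregate spots per cell after agonist stimulation; plate controls were LPI-stimulated DMSO wells for no effect and DMSO wells without LPI for full effect; some results filed as inactive read as strong as hits; confirmed hits need IC50 under 10 µM and bright autofluorescent wells are also inconclusive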
West Nile virus CPE: West Nile virus antiviral activity, cell-based, CPE readout (AID 1621). West Nile virus-infected cells, CPE inhibition; higher % means a stronger effect. CPE inhibition, % at 10 µM; hits with a dose series show IC50 in µM. hit rate 0.02% among 290,000; in the data active = a potency from the dose series; also: strong numbers were not always called active
T cell modulator vesicle-bound %: recorded beside T cell modulator, whose call it bears; double positive events, %; measured here: CD8+ vesicle-bound cell fraction;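 binding gate set so that unloaded-vesicle control wells show 10% double positive cells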
NTR1 ag cell count 20 µM: further read-out of NTR1 ag, marked with its call; cell count; measured here: cell count, cytotoxicity flag
* marks the source's active call; other numbers are inactive results; [ ] = another dose, or the depositor's remark. Not a hit list, and some 0.62% of all compounds hit somewhere here.

For Cc1ccc(S(=O)(=O)N2CCOCC2)cc1NC(=O)COC(=O)c1cccnc1Cl the results were PhoP inhibition 0%, T cell modulator inactive, KOR beta-arrestin-1 -1.2%, NTR1 ag 5.9, GPR35 arrestin U2OS 2%, GPR55 beta-arrestin -0.4%, KOR beta-arrestin-2 13%, GPR55 LPI antagonism -7%, West Nile virus CPE -0.7%, T cell modulator vesicle-bound % 39 and NTR1 ag cell count 20 µM 70.
For CCOC(=O)c1cnc(-n2nc(C)cc2C)nc1NC(C)c1ccccc1 (stereo unspecified) the results were PhoP inhibition -6%, T cell modulator inactive, KOR beta-arrestin-1 -3.6%, NTR1 ag 15, GPR35 arrestin U2OS 10%, GPR55 beta-arrestin -0.1%, KOR beta-arrestin-2 17%, GPR55 LPI antagonism -4%, West Nile virus CPE 1.0%, T cell modulator vesicle-bound % 41 and NTR1 ag cell count 20 µM 102.
`CC1CC(NNC(=O)c2ccccc2)=Nc2ccccc2N1C` (stereo unspecified) gave PhoP inhibition -7%, T cell modulator inactive, KOR beta-arrestin-1 -1.1%, NTR1 ag 0.4, GPR35 arrestin U2OS 16%, GPR55 beta-arrestin -0.5%, KOR beta-arrestin-2 -3%, GPR55 LPI antagonism 28%, West Nile virus CPE 1.9%, T cell modulator vesicle-bound % 5 and NTR1 ag cell count 20 µM 51.
C=C(C)Cn1c(N(CCO)Cc2ccccc2)nc2c1c(=O)[nH]c(=O)n2C was read as PhoP inhibition 4%, T cell modulator inactive, KOR beta-arrestin-1 -1.9%, NTR1 ag 4.4, GPR35 arrestin U2OS -7%, GPR55 beta-arrestin -0.3%, KOR beta-arrestin-2 -8%, GPR55 LPI antagonism -4%, West Nile virus CPE -0.6%, T cell modulator vesicle-bound % 42 and NTR1 ag cell count 20 µM 55.
For O=c1[nH]ncn2cccc12 the results were PhoP inhibition 3%, T cell modulator inactive, KOR beta-arrestin-1 0.8%, NTR1 ag -1.2, GPR35 arrestin U2OS 2%, GPR55 beta-arrestin -0.2%, KOR beta-arrestin-2 -30%, GPR55 LPI antagonism 7%, West Nile virus CPE 0.1%, T cell modulator vesicle-bound % 26 and NTR1 ag cell count 20 µM 51.
CN1CCC(CO)(Cc2ccccc2)CC1 was read as PhoP inhibition 6%, T cell modulator inactive, KOR beta-arrestin-1 0.8%, NTR1 ag -0.6, GPR35 arrestin U2OS -3%, GPR55 beta-arrestin 0.2%, KOR beta-arrestin-2 -18%, GPR55 LPI antagonism 6%, West Nile virus CPE 0.5%, T cell modulator vesicle-bound % 36 and NTR1 ag cell count 20 µM 56.
CCc1csc(CNC(=O)C2CCC(=O)N(Cc3cccc(F)c3)C2)n1 (stereo unspecified) was read as PhoP inhibition 5%, T cell modulator inactive, KOR beta-arrestin-1 0.3%, NTR1 ag 0.1, GPR35 arrestin U2OS 13%, GPR55 beta-arrestin -0.1%, KOR beta-arrestin-2 11%, GPR55 LPI antagonism 3%, West Nile virus CPE -0.7%, T cell modulator vesicle-bound % 31 and NTR1 ag cell count 20 µM 43.
O=C(Nc1cccc(-c2nc3cccnc3s2)c1)c1ccc(Cl)nc1 was read as PhoP inhibition -2%, T cell modulator inactive, KOR beta-arrestin-1 -1.1%, NTR1 ag 2.7, GPR35 arrestin U2OS 18%, GPR55 beta-arrestin -0.1%, KOR beta-arrestin-2 -6%, GPR55 LPI antagonism 11%, West Nile virus CPE 0.1%, T cell modulator vesicle-bound % 75 and NTR1 ag cell count 20 µM 61.
CSc1nc(N(C)NC(=O)c2cccc(C)c2)c2ccccc2n1 was read as PhoP inhibition -5%, T cell modulator inactive, KOR beta-arrestin-1 -0.5%, NTR1 ag 2.2, GPR35 arrestin U2OS -3%, GPR55 beta-arrestin 0.3%, KOR beta-arrestin-2 -112%, GPR55 LPI antagonism -4%, West Nile virus CPE -0.9%, T cell modulator vesicle-bound % 20 and NTR1 ag cell count 20 µM 42.
`O=C(CSCc1ccc(Cl)cc1)Nc1cccc(C(=O)O)c1` gave PhoP inhibition -2%, T cell modulator inactive, KOR beta-arrestin-1 -2.5%, NTR1 ag -1.3, GPR35 arrestin U2OS -4%, GPR55 beta-arrestin -0.2%, KOR beta-arrestin-2 6%, GPR55 LPI antagonism 4%, West Nile virus CPE 0.1%, T cell modulator vesicle-bound % 44 and NTR1 ag cell count 20 µM 51.
For COC(=O)CCC(=O)N(C)CC1CCCN(CCc2cccc(C(F)(F)F)c2)C1 (stereo unspecified) the results were PhoP inhibition 4%, T cell modulator inactive, NTR1 ag 0.8, GPR35 arrestin U2OS 6%, GPR55 beta-arrestin 0.0%, KOR beta-arrestin-2 4%[20 µM], GPR55 LPI antagonism -14%, West Nile virus CPE -0.2%, T cell modulator vesicle-bound % 45 and NTR1 ag cell count 20 µM 69.
CCOC(=O)Cc1csc(NS(=O)(=O)c2cc(Cl)ccc2Cl)n1 was read as PhoP inhibition -6%, T cell modulator inactive, NTR1 ag 0.3, GPR35 arrestin U2OS 4%, GPR55 beta-arrestin -0.1%, KOR beta-arrestin-2 -3%[20 µM], GPR55 LPI antagonism 8%, West Nile virus CPE -0.4%, T cell modulator vesicle-bound % 63 and NTR1 ag cell count 20 µM 45.
For O=C(NCCc1ccncc1)Nc1ccccc1 the results were PhoP inhibition 3%, T cell modulator inactive, KOR beta-arrestin-1 -2.2%, NTR1 ag -0.5, GPR35 arrestin U2OS -16%, GPR55 beta-arrestin -0.5%, KOR beta-arrestin-2 11%, GPR55 LPI antagonism 6%, West Nile virus CPE -0.3%, T cell modulator vesicle-bound % 40 and NTR1 ag cell count 20 µM 60.
`CNS(=O)(=O)c1cccc(C(=O)OCC(=O)Nc2cc(F)ccc2F)c1` gave PhoP inhibition -7%, T cell modulator inactive, KOR beta-arrestin-1 -5.0%, NTR1 ag 1.3, GPR35 arrestin U2OS -9%, GPR55 beta-arrestin -0.4%, KOR beta-arrestin-2 10%, GPR55 LPI antagonism -7%, West Nile virus CPE -0.1%, T cell modulator vesicle-bound % 47 and NTR1 ag cell count 20 µM 35.
`CCC(Sc1ccc2nnc(-c3cccnc3)n2n1)C(=O)O` (stereo unspecified) gave PhoP inhibition 3%, T cell modulator inactive, KOR beta-arrestin-1 0.5%, NTR1 ag -1.6, GPR35 arrestin U2OS -9%, GPR55 beta-arrestin -0.1%, KOR beta-arrestin-2 -15%, GPR55 LPI antagonism 9%, West Nile virus CPE -0.1%, T cell modulator vesicle-bound % 32 and NTR1 ag cell count 20 µM 49.
`CC1(C)CC2(C)OCCN2C(=S)N1` (stereo unspecified) gave PhoP inhibition -10%, T cell modulator inactive, KOR beta-arrestin-1 -3.2%, NTR1 ag 0.1, GPR35 arrestin U2OS 4%, GPR55 beta-arrestin 0.4%, KOR beta-arrestin-2 2%, GPR55 LPI antagonism 10%, West Nile virus CPE 0.3%, T cell modulator vesicle-bound % 52 and NTR1 ag cell count 20 µM 58.
`Cn1c(SCc2cnc(-c3ccccc3)s2)nnc1C1COc2ccccc2O1` (stereo unspecified) gave PhoP inhibition 7%, T cell modulator inactive, KOR beta-arrestin-1 -1.0%, NTR1 ag 2.1, GPR35 arrestin U2OS 13%, GPR55 beta-arrestin -0.1%, KOR beta-arrestin-2 -19%, GPR55 LPI antagonism -5%, West Nile virus CPE -0.5%, T cell modulator vesicle-bound % 21 and NTR1 ag cell count 20 µM 62.
`CC(Nc1cc(=O)n(C)c(=O)n1C)c1ccccc1` (stereo unspecified) gave PhoP inhibition -3%, T cell modulator inactive, KOR beta-arrestin-1 -3.4%, NTR1 ag -5.9, GPR35 arrestin U2OS 0%, GPR55 beta-arrestin -0.5%, KOR beta-arrestin-2 -9%, GPR55 LPI antagonism -9%, West Nile virus CPE 0.1%, T cell modulator vesicle-bound % 48 and NTR1 ag cell count 20 µM 73.
Screening CCCCSc1c(C)c2cc3c(cc2[nH]c1=O)OCO3 returned PhoP inhibition 1%, T cell modulator inactive, KOR beta-arrestin-1 -3.1%, NTR1 ag -0.5, GPR35 arrestin U2OS 25%, GPR55 beta-arrestin 0.7%, KOR beta-arrestin-2 -12%, GPR55 LPI antagonism 4%, West Nile virus CPE -0.6%, T cell modulator vesicle-bound % 18 and NTR1 ag cell count 20 µM 70.
CC(Sc1nncs1)C(=O)Nc1ccc2c(c1)OCO2 (stereo unspecified) was read as PhoP inhibition 7%, T cell modulator inactive, KOR beta-arrestin-1 -4.0%, NTR1 ag 1.5, GPR35 arrestin U2OS 2%, GPR55 beta-arrestin 0.2%, KOR beta-arrestin-2 6%, GPR55 LPI antagonism 6%, West Nile virus CPE 0.1%, T cell modulator vesicle-bound % 25 and NTR1 ag cell count 20 µM 61.
O=C(NCCCN1CCCC1)c1ccc2c(c1)N(Cc1ccccc1F)C(=O)c1ccccc1S2=O (stereo unspecified) was read as PhoP inhibition 13%, T cell modulator inactive, KOR beta-arrestin-1 4.7%, NTR1 ag -0.4, GPR35 arrestin U2OS -2%, GPR55 beta-arrestin -0.1%, KOR beta-arrestin-2 -25%, GPR55 LPI antagonism 14%, West Nile virus CPE -0.6%, T cell modulator vesicle-bound % 4 and NTR1 ag cell count 20 µM 57.
CCOc1ccc(NC(=O)C2CC(=O)N(c3cc(C)cc(C)c3)C2)cc1 (stereo unspecified) was read as PhoP inhibition -6%, T cell modulator inactive, KOR beta-arrestin-1 -4.3%, NTR1 ag -0.1, GPR35 arrestin U2OS 16%, GPR55 beta-arrestin -0.1%, KOR beta-arrestin-2 15%, GPR55 LPI antagonism 6%, West Nile virus CPE 0.1%, T cell modulator vesicle-bound % 14 and NTR1 ag cell count 20 µM 36.
`Fc1ccc(N/N=C(/c2ccccc2)c2ccccn2)cc1` gave PhoP inhibition 1%, T cell modulator inactive, KOR beta-arrestin-1 1.5%, NTR1 ag 0.8, GPR35 arrestin U2OS 21%, GPR55 beta-arrestin 0.5%, KOR beta-arrestin-2 -20%, GPR55 LPI antagonism 4%, West Nile virus CPE -0.7%, T cell modulator vesicle-bound % 51 and NTR1 ag cell count 20 µM 51.
